# Assay outcomes from PubChem.
# bub3: NCI yeast anticancer drug screen, S. cerevisiae bub3 mutant strain; % growth inhibition at 50 µM; 78,000 compounds, 9.9% hits; AID 167, 2004;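 note: 0% = growth of vehicle-only cultures of the same strain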
#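 Steps: expose the mutant yeast strain to compound; grow alongside vehicle-treated cultures; measure growth; express inhibition against the vehicle cultures.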
# yeast rad50: NCI yeast anticancer drug screen, S. cerevisiae rad50 strain; growth inhibition, % at 50 µM; 79,000 compounds, 10% hits; AID 155, 2004;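 note: 0% = growth of vehicle-only cultures of the same strain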
#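 A DNA repair-deficient yeast mutant serves as the test organism; compound-induced growth inhibition is calculated against vehicle-treated cells.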
# yeast cln2 rad14: NCI yeast anticancer drug screen, S. cerevisiae cln2 rad14 strain; % growth inhibition at 50 µM; 78,000 compounds, 8.3% hits; AID 165, 2004;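 note: 0% = growth of vehicle-only cultures of the same strain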
#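 cln2 rad14 yeast strain; compound exposure; growth inhibition read vs vehicle controls.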
# sgs1 mgt1: NCI yeast anticancer drug screen, S. cerevisiae sgs1 mgt1 strain; growth inhibition, % at 50 µM; 78,000 compounds, 10% hits;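 note: 0% = growth of vehicle-only cultures of the same strain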
#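 Percent growth inhibition was derived by comparing compound-exposed mutant yeast with vehicle-exposed cultures. The strain carries alterations in DNA damage repair.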
# mlh1 rad18: NCI yeast anticancer drug screen, S. cerevisiae mlh1 rad18 strain; % growth inhibition at 50 µM; 79,000 compounds, 11% hits;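 note: 0% = growth of vehicle-only cultures of the same strain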
#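 Compound-treated yeast growth, normalised to vehicle controls. Strain bears defined DNA repair mutations.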
# mec2-1: NCI yeast anticancer drug screen, S. cerevisiae mec2-1 strain | % growth inhibition at 50 µM | 79,000 compounds, 9% hits;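 note: 0% = growth of vehicle-only cultures of the same strain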
#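 Vehicle-treated cultures served as reference for growth inhibition of compound-exposed mec2-1 yeast.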
# * marks the source's active call; other numbers are inactive results; / = no result given; & = joins results of further samples. Cut-off read from the data, not from the text of the source: active = growth inhibition above about 70%; inactive = the rest.
item	SMILES	mec2-1	sgs1 mgt1	yeast cln2 rad14	bub3	mlh1 rad18	yeast rad50
1	Cn1cc(NC(=O)c2cc(NC(=O)CCCCCCCCC(=O)Nc3cc(C(=O)Nc4cc(C(=O)NCCC(N)N)n(C)c4)n(C)c3)cn2C)cc1C(=O)NCCC(=N)N	91*	92*	88*	92*	90*	90*
2	O=C(O)/C=C/c1ccc(Cl)c(Cl)c1	64	55	64	87*	93*	93*
3	COc1ccc(C/C=N/Nc2ccc([N+](=O)[O-])cc2[N+](=O)[O-])cc1OC	-8	-2	3	-6	-1	2
4	CC1=CCC2(C)CCCC(C)(C)C23CC13 (stereo not given)	-28	-17	17	-10	-15	-18
5	O=C(CN1CCNCC1)N1CCCC1	-10	15	10	3	0	-5
6	CO/C=C1/CCc2c(ccc3cc(OC)ccc23)C1=O	-9	10	-1	3	-7	-2
7	C[N+](C)(C)/N=C1\CC2CCC1C2 (stereo not given)	-4	-6	5	2	23	18
8	Nn1cnc2nccnc2c1=O	5	-11	-17	2	-6	1
9	CCOC(=O)C(NC(C)=O)C(C)O (stereo not given)	4	5	4	3	-1	6
10	COc1ccc(NC(=O)CC(=O)N2N=C(N(CCC#N)c3ccccc3Cl)CC2c2ccccc2)cc1 (stereo not given)	-24	-1	11	-5	-29	-13
11	NC(=O)C(=O)N/N=C/c1ccc([N+](=O)[O-])o1	25	72*	3	14	56	32
12	NC(=O)C1C2C=CC(O2)C1C(N)=O (stereo not given)	-4	-6	-51	11	-14	6
13	COC(=O)c1cc(OC)c(OC)c(OC)c1	0	-13	-23	37	0	4
14	Cc1ccc(C2=NN(C)COC2C(F)(F)F)cc1 (stereo not given)	-21	-12	-6	-10	-5	-23
15	CO[C@@H]1[C@H](O)CC[C@]2(CO2)[C@H]1[C@@]1(C)O[C@@H]1CC=C(C)C	5	17	7	19	13	23
16	NC(=O)c1ccc(N=Nc2c(N)cc(N)cc2O)cc1	5	10	-4	-19	5	5
17	CCOC(=O)C(/C=N/C(N)=S)=C(/O)c1ccccc1	-45	-19	-17	-8	-2	-34
18	O=NNc1cnc(-c2ccccc2)c(-c2ccccc2)n1	14	11	8	-4	-35	11
19	Clc1cccc(-c2nc3ccccc3c3ccccc23)c1	-46	/	/	/	-15	-10
20	COCCCC12C=C(OC)C(=O)C=C1OC(c1cc(OC)c(OC)c(OC)c1)C2C (stereo not given)	-13	-36	-18	-32	-14	0

# Numbers 2 to 19, reprinted for reference:
item	SMILES	mec2-1	sgs1 mgt1	yeast cln2 rad14	bub3	mlh1 rad18	yeast rad50
2	O=C(O)/C=C/c1ccc(Cl)c(Cl)c1	64	55	64	87*	93*	93*
3	COc1ccc(C/C=N/Nc2ccc([N+](=O)[O-])cc2[N+](=O)[O-])cc1OC	-8	-2	3	-6	-1	2
4	CC1=CCC2(C)CCCC(C)(C)C23CC13 (stereo not given)	-28	-17	17	-10	-15	-18
5	O=C(CN1CCNCC1)N1CCCC1	-10	15	10	3	0	-5
6	CO/C=C1/CCc2c(ccc3cc(OC)ccc23)C1=O	-9	10	-1	3	-7	-2
7	C[N+](C)(C)/N=C1\CC2CCC1C2 (stereo not given)	-4	-6	5	2	23	18
8	Nn1cnc2nccnc2c1=O	5	-11	-17	2	-6	1
9	CCOC(=O)C(NC(C)=O)C(C)O (stereo not given)	4	5	4	3	-1	6
10	COc1ccc(NC(=O)CC(=O)N2N=C(N(CCC#N)c3ccccc3Cl)CC2c2ccccc2)cc1 (stereo not given)	-24	-1	11	-5	-29	-13
11	NC(=O)C(=O)N/N=C/c1ccc([N+](=O)[O-])o1	25	72*	3	14	56	32
12	NC(=O)C1C2C=CC(O2)C1C(N)=O (stereo not given)	-4	-6	-51	11	-14	6
13	COC(=O)c1cc(OC)c(OC)c(OC)c1	0	-13	-23	37	0	4
14	Cc1ccc(C2=NN(C)COC2C(F)(F)F)cc1 (stereo not given)	-21	-12	-6	-10	-5	-23
15	CO[C@@H]1[C@H](O)CC[C@]2(CO2)[C@H]1[C@@]1(C)O[C@@H]1CC=C(C)C	5	17	7	19	13	23
16	NC(=O)c1ccc(N=Nc2c(N)cc(N)cc2O)cc1	5	10	-4	-19	5	5
17	CCOC(=O)C(/C=N/C(N)=S)=C(/O)c1ccccc1	-45	-19	-17	-8	-2	-34
18	O=NNc1cnc(-c2ccccc2)c(-c2ccccc2)n1	14	11	8	-4	-35	11
19	Clc1cccc(-c2nc3ccccc3c3ccccc23)c1	-46	/	/	/	-15	-10

# Other results
item	SMILES	mec2-1	sgs1 mgt1	yeast cln2 rad14	bub3	mlh1 rad18	yeast rad50
21	CC(=O)OCCS(=O)Cc1ccccc1 (stereo not given)	-16	-9	-41	4	3	-37
22	COc1ccc(-c2c(C#N)c(N)n(C3OC(CO)C(O)C(O)C3O)c(=S)c2C#N)cc1 (stereo not given)	-21	-19	-19	-2	-12	-26
23	COc1ccc(-c2coc3cc(O)ccc3c2=O)cc1	27	-9	-24	-41	-41	-2
24	O=c1c(-c2ccccc2)nc2ccccc2n1CC1CCCN2CCCC[C@H]12 (stereo not given in full)	-10	18	-39	23	19	4
25	COC(=O)c1cccc(Cl)c1C(=O)c1ccc(C)cc1C	-8	-9	-53	31	11	-25
26	COc1cc([C@@H]2c3cc4c(cc3[C@@H](OC3OC5COC(C)OC5C(OC(=O)CN5CCN(C)CC5)C3OC(=O)CN3CCN(C)CC3)C3COC(=O)[C@@H]32)OCO4)cc(OC)c1OC(=O)CN1CCN(C)CC1 (stereo not given in full)	-6	-14	-11	-9	-48	-23
27	CCCCC(C)C(=O)CC(SCC)c1ccc(Cl)c(Cl)c1 (stereo not given)	-27	17	-12	8	-1	20
28	O=C(O)CC1(O)CCCCC1c1ccccc1 (stereo not given)	-24	-21	-16	-7	-54	-27
29	CC(=O)Nc1c(C(=N)C#N)ncn1CCO	10	8	11	-4	6	2
30	CCN(CC)CCCNc1ccc2ncn3c4ccc(O)cc4c(=O)c1c23	-36	-54	12	-28	-7	-15
31	O=C(Cc1nc2ccccc2s1)NC12CC3CC(CC(C3)C1)C2	7	8	-23	-11	-5	-46
32	Cc1cc(Nc2ccc(O)c(CN3CCCC3)c2)cc(Nc2ccc(O)c(CN3CCCC3)c2)n1	19	29	5	7	52	39
33	CSc1ccccc1C(=O)O	26&-8&-2	31&-1&-10	17&-16&-33	-34&-6&-30	-9&-2&-7	-11&-2&0
34	O=C(NCc1cccs1)OC1CC2CCC1C2 (stereo not given)	-7	11	-15	-8	20	2
35	Cc1cccc2c1/C(=N\Nc1ccc([N+](=O)[O-])cc1[N+](=O)[O-])CC(C)(C)C2	-10	-12	-26	-12	-3	-11
36	FC(F)(F)c1[nH]nc(-c2ccc(Cl)cc2)c1N=NN1CCOCC1	96*	95*	91*	83*	94*	95*
37	O=[N+]([O-])C(=C(Nc1ccccc1)Nc1ccccc1)C(Cl)=C(Cl)Cl	93*	89*	91*	92*	86*	89*
38	CCOC(=O)C(CCCCS(=O)(=O)O)C(=O)OCC	-9	-19	-35	-5	11	-12
39	CCCCCC1OCC(C)(C)C(C(C)C)O1 (stereo not given)	-24	-13	1	-14	9	0
40	COc1ccc(C(c2ccccc2C(=O)O)c2ccc(OC)c3ccccc23)c2ccccc12	89*	88*	89*	90*	89*	60
41	CCOC(=O)c1ccc(N=[N+]([O-])c2ccc(C(=O)OCC)cc2)cc1	-4&-5	-8&3	-3&-6	-20&-40	20&-13	-4&-11
42	Nc1c(Cl)c([N+](=O)[O-])cc2c1OCCCCO2	24	52	18	16	5	11
43	O=S1(=O)C=Cc2ccccc2CC1	-12	-22	-11	1	-28	-4
44	C=Cc1cc(O)cc2c1-c1ccc(O)c(C)c1CC2	100*	100*	100*	100*	100*	100*
45	CC(C)c1cc2c(O)c(c1)Cc1cc(C(C)C)cc(c1O)Cc1cc(C(C)C)cc(c1O)Cc1cc(C(C)C)cc(c1O)C2	2	-22	11	5	-4	-16
46	C/C(=C1/CCCC2(N=NCC2c2ccccc2)C1=O)c1ccccc1 (stereo not given)	43	26	29	57	17	27
47	CC(=O)CCC(C)N=Cc1ccc(N(C)C)cc1 (stereo not given)	12	1	16	14	12	22
48	O=C(Cc1ccccc1)c1ccccc1C(=O)NCc1ccccc1	-3	1	-67	15	-7	-6
49	COc1ccccc1C(O)c1ccccc1 (stereo not given)	-30	15	11	9	4	10
50	Cc1nc(-n2nc(-c3ccccc3)cc2-c2ccccc2)sc1C(=O)CC(=O)C(=O)Nc1ccc(Cl)c(Cl)c1	-6	25	14	48	25	6
51	O=NN(Cc1ccc(Cl)cc1)NC1=NCCN1	14	4	-4	15	30	6
52	CC1(C)CCC2(C(=O)O)CCC3(C)C(=CCC4C5(C)CC(O)C(O)C(C)(C(=O)O)C5CCC43C)C2C1 (stereo not given)	95*	93*	93*	92*	92*	92*
53	Nc1ncnc2c1c(-c1ccc(Cl)cc1)cn2-c1ccc(I)cc1	2	-17	-7	-1	7	2
54	C/C(=N\NC(=S)N1CCC(c2ccccc2)CC1)c1ccccn1	4	0	-22	5	14	-24
55	COc1ccc(C2CC(c3sc(Nc4ccc(C)cc4)nc3C)=NN2)cc1 (stereo not given)	62	71*	69	12	60	80*
56	COc1ccc(-c2nc(N3CCCC3)no2)cc1	-5	32	4	31	-21	-1
57	O=C1CCCCc2cccc(O)c21	-4	-2	24	2	2	2
58	CCCCCCCCCCC(CCCCCCCCCC)c1cccc2ccccc12	-2	11	-4	0	10	26
59	Cn1c(=O)c2c(N=NC(N)=S)c(O)[nH]c2n(C)c1=O	10	7	-39	13	18	24
60	O=S(=O)(O)c1ccc2ccccc2c1	-11	-16	-83	-19	-31	-12
61	COC1=CC(=O)c2cc3ccc(OC)c(N)c3nc2C1=O	-7	5	-4	13	-11	13
62	CCNC(=O)OCC	-33	12	-26	2	4	-9
63	Brc1ccc(N=C2NN=CC2(c2ccccc2)c2ccccc2)cc1	2	7	5	20	-1	26
64	COc1cc2cccc(OC)c(=O)c2c(O)c1OC	6	18	27	27	8	-5
65	O=C1C=C(c2c(O)ccc3ccccc23)c2ccccc2C1=O	85*	90*	89*	90*	90*	86*
66	CCOc1c(N=Nc2ccc(O)cc2)c(C)nn1C(N)=S	-6	-10	-45	-4	10	-37
67	ClCc1ccc(CCc2ccc(CCl)cc2)cc1	-18	23	-45	16	8	18
68	CNC(=O)OCC#CCOC(=O)NC	-10	-23	-5	-10	-25	-18
69	Cc1ccc(NC(=O)Nc2cccc3ccccc23)c(C)c1	12	10	-8	3	-5	8
70	CC12C(=O)OC(=O)C(c3ccccc31)c1ccccc12	91*	97*	76*	68	94*	98*
71	COc1cccc(C2c3cc4c(cc3OC(C)(OC)C2C)OCO4)c1 (stereo not given)	23	21	-84	4	16	20
72	CC(=O)Oc1nc2ccccc2n1C(C)=O	21	21	-5	40	6	15
73	COc1ccc(/C=C2\CCc3cc(OC)c(OC)cc3C2=O)cc1	-43	-60	-90	3	-62	-58
74	Cc1ccc(S(=O)(=O)N/N=C2/C(=N/NS(=O)(=O)c3ccc(C)cc3)c3cccc4cccc2c34)cc1	11	37	8	15	11	50
75	O=C(Nc1ccccc1)c1cc(S(=O)(=O)n2cc[nH]c2=O)c(S)cc1Cl	4	5	-5	3	13	10
76	CCC(C)C(NC(=O)CN)C(=O)O (stereo not given)	-10&-3&-12&-2	/	/	/	-17&-20&-21&-18	3&7&9&-6
77	OC1CCCc2c1ccc1ccccc21 (stereo not given)	-21	-10	-8	-10	-4	-19
78	NCCCCN(CCCN)C(=O)OCc1ccccc1	-6	7	20	-5	-66	16
79	O=C(O)c1ccccc1SC(Sc1ccccc1C(=O)O)c1cccc([N+](=O)[O-])c1	-7	-4	-6	-5	25	10
80	O=C(CCc1cc(O)cc(O)c1)NCCc1cc(O)cc(O)c1	6	17	26	9	-46	7
81	Cc1ccc(N2CCC(O)C2)cc1 (stereo not given)	-8	-7	5	-8	-26	-19
82	O=C(N=C1SCCS1)Nc1cccc(Cl)c1	6	44	11	11	37	87*
